# Screens deposited in PubChem by several laboratories.
# Bcl-B displacement = displacers of TR3 peptide from Bcl-B, primary screen, selectivity assay for Bfl-1 inhibitor project, biochemical, fluorescence polarization | FP displacement of FITC-TR3 peptide from Bcl-B; higher % means a stronger effect | displacement, % at 20 µM; hits with a dose series show IC50 in µM | 0.11% of 96,000 active | AID 748;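 active = displacement above 50% at 20 µM plus a fluorescence interference ratio under 1.5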;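 note: plate controls were wells without compound for no effect and wells lacking Bcl-B protein for full effect; a part of the inactive calls stands beside numbers as strong as those of hits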
# PLAP inhibition = inhibition of human placental alkaline phosphatase – biochemical, luminescence, HTS (AID 690); purified PLAP, luminescent substrate; higher % means a stronger effect; inhibition, % at 20 µM, or IC50 in µM where a hit was titrated; 0.08% of 96,000 active; in the data active = a potency from the dose series; inactive = the rest, 99 in 100 with inhibition below about 30%; note: strong numbers were not always called active
# IL1B NFkB pot = enhances IL-1B driven NFkB nuclear translocation; HUVEC IL-1B NFkB p65 nuclear translocation imaging; activation, % at 2 µM; 0.3% of 94,000 active;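 active = activation above 40%, about the mean plus 3 SD, also judged a hit on visual image review; inconclusive = activation above 40% but not a hit on visual review; inactive = activation not above 40% and no visual hit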;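 note: percent activation is computed from the nuclear over cytoplasmic p65 intensity ratio; values of inactives mirror those of a sister screen read the other way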
# NFkB transloc inh = blocks IL-1B driven NFkB nuclear translocation in HUVEC cells. HUVEC IL-1B NFkB p65 nuclear translocation imaging. inhibition, % at 2 µM. 0.43% of 94,000 active. AID 796;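 active = inhibition above about 30% together with a positive call from visual inspection of the well image, limit read from the data; inconclusive = inhibition above a set limit but visual check negative; inactive = inhibition not above a set limit, visual check negative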;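 note: nuclear over cytoplasmic p65 intensity ratio measured by imaging; 0% = IL-1B stimulated DMSO wells and 100% = unstimulated DMSO wells; values of inactives mirror those of a sister screen read the other way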
# MRP reversal = reverses drug resistance mediated by MRP. AID 602. 0.04% of 85,000 active. differential viability (reversal), % at 10 µM. H69AR cells + 2 uM doxorubicin, CellTiter-Glo, 72 h;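 active = viability drop by adding the cancer drug above about 55%, with treated viability meeting a 40% cutoff, limit read from the data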;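 note: viability without doxorubicin minus viability with 2 µM doxorubicin for each compound; larger differential means the compound sensitizes cells more to doxorubicin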
# MRP reversal cytotoxicity = further read-out of MRP reversal, marked with its call; viability, %; H69AR cells, CellTiter-Glo, 72 h; measured here: cytotoxicity without doxorubicin
# MRP reversal with doxorubicin = also measured in MRP reversal; calls as there; viability, %; measured here: viability with 2 uM doxorubicin; hits give low values
# NFkB transloc inh cell count 2 µM = also measured in NFkB transloc inh; calls as there; cell count; measured here: cells passing quality filter;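 raw number of nuclei counted in each imaged well without normalization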
# IL1B NFkB pot cell count 2 µM = recorded beside IL1B NFkB pot, whose call it bears; cell count; measured here: cells passing quality filter
# * marks the source's active call; other numbers are inactive results; ? = inconclusive; . = no result given; & = joins results of further samples. Not all compounds are listed; the hit share may differ from the screen's.
entry	molecule	NFkB transloc inh	IL1B NFkB pot	MRP reversal with doxorubicin	IL1B NFkB pot cell count 2 µM	Bcl-B displacement	MRP reversal	PLAP inhibition	MRP reversal cytotoxicity	NFkB transloc inh cell count 2 µM
1	CC1C/C(=C/c2cccn2C)C(=O)/C(=C/c2cccn2C)C1 (stereo not given)	-23	23	82	180	-142%	8	-36%	89	180
2	CC(=O)N1CCc2cc(S(=O)(=O)NCCC(=O)NCCc3ccc(C)cc3)ccc21	.	.	97	.	-8%	-1	-5%	95	.
3	COc1ccc(C2(C(=O)NCc3ccco3)CCCC2)cc1OC	-4	4	92	178	3%	3	-38%	95	178
4	CCCCC(O)CN1CCC(c2ccccc2)CC1 (stereo not given)	-6	7	88	161	-4%	0	-9%	88	161
5	COc1cccc(CNC(=O)C2CCCN(c3nc4ccccc4o3)C2)c1 (stereo not given)	-5	5	82	132	-15%	-7	-8%	75	132
6	CCOC(=O)c1sc(=S)n(-c2ccccc2)c1N	0	0	85	119	.	10	.	95	119
7	Nc1nnnn1/N=C/C=C/c1ccccc1	.	.	78	.	-4%	15	-25%	93	.
8	Cc1ccc(CNC(=O)C2CC(=O)N(C3CCCCCCC3)C2)cc1 (stereo not given)	-21	21	92	144	-5%	8	-52%	100	144
9	Cc1cc(C)n2nc(C(=O)N3CCOCC3)nc2n1	9	-9	89	97	4%	18	-3%	107	97
10	CCOC(=O)C1=C(C)OC(N)=C(C#N)C1c1ccoc1 (stereo not given)	.	.	106	.	-2%	-12	32%	95	.
11	Cc1cc(-c2ccccc2)c2nncn2n1	1	-1	91	184	-1%	-3	-11%	88	184
12	CCOc1ccccc1C1CC(=O)Nc2cc(OC)c(OC)c(OC)c21 (stereo not given)	-4	4	94	185	-3%	5	-26%	99	185
13	COc1ccccc1Oc1cc(C#N)c(C#N)cc1-n1nnc2ccccc21	-3	3	.	152	9%	.	12%	.	152
14	COc1ccc(-c2nnn(CC(=O)c3ccccc3)n2)cc1OC	3	-3	79	193	-7%	2	-35%	81	193
15	CSc1ccccc1C(=O)Nc1cccc(C(C)O)c1 (stereo not given)	-26	26	108	121	-3%	-15	-4%	93	121
16	CC(=O)/C=C(/C)NC(Cc1c[nH]c2ccccc12)C(=O)O (stereo not given)	-9&5	9&-5	112&99	170&155	10%	-14&-7	-39%	97&93	170&155
17	CCn1cnc2sc(C(=O)N3CCN(c4ccc(OC)cc4)CC3)c(C)c2c1=O	-2	2	74	148	-6%	20	-28%	94	148
18	Cn1nc(C(=O)NCc2ccccn2)c2ccccc2c1=O	8	-8	90	211	-6%	6	.	96	211
19	Nc1nnnn1N=C1CCCCC1	-7	7	82	98	18%	21	11%	103	98
20	CC(O)CNc1nc2c(c(=O)n(C)c(=O)n2C)n1Cc1cccc(Br)c1 (stereo not given)	-21	21	.	119	4%	.	-39%	.	119
21	CCn1c(=O)cc(OCC(=O)Nc2ccccc2C#N)c2ccccc21	23	-23	.	58	-1%	.	11%	.	58
22	Cc1ncsc1CCOC(=O)C12CC3CC(CC(C3)C1)C2	-2	2	.	130	-13%	.	15%	.	130
23	O=C(NCc1ccco1)c1ccc(COCC(F)(F)F)cc1	1	-1	.	151	-5%	.	-8%	.	151
24	CCOC(=O)N1CCC(NC(=O)C2CCCN2C(=O)OCc2ccccc2)CC1 (stereo not given)	2	-1	89	128	2%	4	-3%	93	128
25	CC1=C(C(=O)OCC2CCCO2)C(c2ccncc2)C2=C(CCCC2=O)N1 (stereo not given)	-13	13	.	117	-19%	.	-12%	.	117
26	O=C(CSc1nc2ccccc2[nH]1)N1CCN(c2ccccc2)CC1	.	.	70	.	2%	19	-28%	89	.
27	CCCCNc1c(C(=O)OCC)c(=O)[nH]c2ccccc12	-6	6	87	113	-3%	7	12%	93	113
28	CC(C)C1=CC(=NS(=O)(=O)c2cccc([N+](=O)[O-])c2)C=C(C(C)C)C1=O	5	-5	.	122	3%	.	4%	.	122
29	COc1ccc2oc(=O)c(C(=O)NCC3CCCO3)cc2c1 (stereo not given)	16	-16	91	77	2%	15	10%	106	77
30	COc1cccc2sc(NC(=O)c3ccc(Br)s3)nc12	4	-4	.	150	-6%	.	10%	.	150
31	COc1cccc(C(=O)CSc2nnc(-c3ccco3)n2CC2CCCO2)c1 (stereo not given)	-4	4	69	104	-8%	16	-35%	85	104
32	O=C(Nc1ccc2c(c1)OCO2)C1Cc2ccccc2CN1S(=O)(=O)c1cccs1 (stereo not given)	9	-9	68	92	16%	24	24%	92	92
33	O=C(CCCCn1c(=O)c2ccccc2n(CC(=O)Nc2ccc(F)cc2)c1=O)NCc1ccco1	.	.	97	.	-4%	-8	-22%	89	.
34	Cc1cc(C(F)F)nn1CC(=O)NCc1ccccc1F	-6	6	85	171	.	-2	.	83	171
35	O=C(Cn1cnc2ccccc21)Nc1cc(C(F)(F)F)ccc1N1CCOCC1	.	.	80	.	-6%	17	-4%	97	.
36	Cc1cc(C)c2c3c(sc2n1)C(=O)N(Cc1ccccc1)CC(=O)N3	-2	2	89	167	-10%	-7	-5%	83	167
37	CNC(=O)CN(C1CCCCC1)S(=O)(=O)c1ccc(OC)c(Cl)c1	-19	19	78	152	1%	17	-13%	94	152
38	C=CCn1c(=O)c2ccccc2n2c(SCc3nc(N)nc(Nc4ccccc4C)n3)nnc12	-11	11	51	203	-6%	17	-42%	68	203
39	Cc1cccc(C(=O)Nc2ccccc2-c2nnn(CC(=O)Nc3ccc4c(c3)OCCO4)n2)c1	-15	15	.	93	-3%	.	5%	.	93
40	Nc1nc(SCC(=O)C23CC4CC(CC(C4)C2)C3)n[nH]1	0	0	85	187	-9%	7	-111%	93	187
41	O=C(CN1CCCC1=O)NC1(C(F)(F)F)NC(=O)N(Cc2ccccc2)C1=O (stereo not given)	-54	?	90	.	1%	6	-7%	97	108
42	COc1cccc(C2NC(=O)c3sc(=S)n(-c4ccccc4)c3N2)c1 (stereo not given)	-1	1	92	177	-5%	-4	-21%	88	177
43	Cc1ccc(-n2nnnc2SCC(=O)N2CCc3ccccc3C2)c(C)c1	.	.	90	.	0%	-11	10%	79	.
44	Cc1cc(NC(=O)CSc2nnc(-c3cccs3)n2N)no1	-4	4	93	142	2%	-3	-1%	89	142
45	CCn1c2ccccc2c2cc(NC(=O)c3ccco3)ccc21	.	.	79	.	-14%	-5	10%	74	.
46	COc1ccc2[nH]cc(C(=O)CN3CCN(C/C=C/c4ccccc4)CC3)c2c1	36*	-36	55	183	-6%	-5	-71%	51	183*
47	O=C(NCCCN1CCCCC1)c1ccc2c(c1)NC(=O)C(N1CCCCC1)S2 (stereo not given)	1	-1	71	70	5%	13	-21%	84	70
48	COc1ccc(Sc2nnc(Cc3ccccc3)c3ccccc23)cc1	8	-8	.	132	0%	.	-1%	.	132
49	COC1(OC)N=C(N)C2(C#N)C(c3ccc(C)cc3)C12C#N (stereo not given)	6	-6	96	128	0%	-3	-7%	93	128
50	CCN1CCN(C(c2cc(OC)c(OC)c(OC)c2)c2nnnn2C(C)C)CC1 (stereo not given)	13	-13	98	89	-2%	3	2%	101	89
51	Cc1cc(C)c2nc3s/c(=C/c4ccccc4)c(=O)n3c2c1	-23	23	.	159	-5%	.	17%	.	159
52	COc1ccc(C(=O)n2c(-c3ccco3)nc3ccccc32)cc1	2	-2	47	106	13%	-23	-21%	24	106
53	O=C(O)CC(SCc1ccc(C(=O)O)o1)C(=O)O (stereo not given)	-15	15	105	124	.	-20	.	84	124
54	COc1cccc(NC(=O)CSc2ccccn2)c1	-10	10	71	153	-3%	-5	8%	66	153
55	Cc1ccc(Nc2nc3c(c(=O)[nH]c(=O)n3C)n2Cc2ccc(F)cc2)cc1	5	-5	88	118	.	5	.	94	118
56	COc1ccc(OC)c(S(=O)(=O)n2nc(C)cc2C)c1	-2	2	76	170	0%	13	11%	89	170
57	O=C(N/N=C/c1c(Cl)cccc1Cl)c1ccc(F)cc1	1	-1	.	104	2%	.	21%	.	104
58	Cc1nc(CNS(=O)(=O)c2cc(F)ccc2F)cs1	-8	8	93	118	.	6	.	99	118
59	CCOC(=O)CC(=O)CSc1nnc2c(n1)[nH]c1ccccc12	4	-4	77	180	-14%	7	-27%	84	180
60	Cc1nc2[nH]c(=O)c3c(n2n1)NC1=C(C(=O)CC(C)(C)C1)C3c1ccccc1 (stereo not given)	-15	15	.	108	-1%	.	-8%	.	108

# In the list so far, these contain a CF3 group.
entry	molecule	NFkB transloc inh	IL1B NFkB pot	MRP reversal with doxorubicin	IL1B NFkB pot cell count 2 µM	Bcl-B displacement	MRP reversal	PLAP inhibition	MRP reversal cytotoxicity	NFkB transloc inh cell count 2 µM
23	O=C(NCc1ccco1)c1ccc(COCC(F)(F)F)cc1	1	-1	.	151	-5%	.	-8%	.	151
35	O=C(Cn1cnc2ccccc21)Nc1cc(C(F)(F)F)ccc1N1CCOCC1	.	.	80	.	-6%	17	-4%	97	.
41	O=C(CN1CCCC1=O)NC1(C(F)(F)F)NC(=O)N(Cc2ccccc2)C1=O (stereo not given)	-54	?	90	.	1%	6	-7%	97	108

# Next section.
entry	molecule	NFkB transloc inh	IL1B NFkB pot	MRP reversal with doxorubicin	IL1B NFkB pot cell count 2 µM	Bcl-B displacement	MRP reversal	PLAP inhibition	MRP reversal cytotoxicity	NFkB transloc inh cell count 2 µM
61	COC(=O)c1cccc(NC(=O)c2ccco2)c1	-15	15	90	112	.	18	.	108	112
62	O=C(Nc1nc(-c2ccccc2)cs1)C1CCCCN1S(=O)(=O)c1ccc(Cl)cc1 (stereo not given)	-20	20	.	155	-14%	.	-9%	.	155
63	CCOC(=O)c1[nH]c(C)c(C(=O)Nc2cc(OC)ccc2OC)c1C	30*	-30	52	24	-5%	-24	11%	28	24*
64	CCCc1cc(=O)oc2c(CN3CCOCC3)c(O)ccc12	6	-6	94	114	-5%	-7	-6%	87	114
65	CCn1cc(C(=O)NCc2ccc3c(c2)OCO3)c(=O)c2cc(S(=O)(=O)N3CCOCC3)ccc21	7	-7	21	196	3%	36	-50%	57	196
66	CCOc1cc(C2NC(=O)N(C)C(C)=C2C(=O)OC)cc(Br)c1O (stereo not given)	-5	5	72	157	-29%	22	-8%	94	157
67	CS(=O)(=O)N1CCN(c2ccc(NC(=O)C(c3ccccc3)c3ccccc3)cc2)CC1	8	-8	79	93	.	8	.	87	93
68	COc1ccc(CNC(=O)C2CSCCS2)cc1 (stereo not given)	-9	9	85	192	-7%	-5	6%	80	192
69	O=C(Nc1ccccc1-c1nnc(SCc2ccccc2Cl)o1)c1ccccc1	1	-1	.	139	-6%	.	1%	.	139
70	Nc1nc(CN2CCN(Cc3ccc4c(c3)OCO4)CC2)nc(Nc2ccccc2)n1	-8	8	75	197	2%	11	-48%	86	197
71	C=CCn1c(SCC(=O)N2CCN(C(=O)c3ccco3)CC2)nc2sc(CC)cc2c1=O	3	-3	27	157	1%	31	-78%	58	157
72	CCCn1c(Nc2ccccc2C)nc2ccccc21	1	-1	80	167	.	9	.	89	167
73	CCCc1ccc(Oc2c(-c3ccc(O)c(C)c3O)n[nH]c2C)cc1	.	.	40	.	-7%	-19	-77%	21	.
74	Cc1cc(S(=O)(=O)Nc2c(C)ccc3nsnc23)ccc1F	14	-14	95	101	-3%	0	14%	95	101
75	CCOC(=O)c1ccc2cccc(C)n2c1=O	-5	5	.	174	1%	.	-13%	.	174
76	COC(=O)c1ccccc1NC(=O)CSc1nnnn1C	-12	12	104	115	.	-9	.	95	115
77	Cc1ccc(SCC(=O)NCc2ccco2)cc1	-6	6	92	124	.	9	.	101	124
78	O=C1CN(C(=O)c2ccc(Br)o2)C(c2ccccc2)c2cc(Cl)ccc2N1 (stereo not given)	-22	23	79	186	-32%	-8	-60%	71	186
79	Nc1nc(C2CC(=O)OC23CCCCC3)cs1 (stereo not given)	-25	25	78	113	.	19	.	97	113
80	O=C(O)c1cc(N2C(=O)C3C4C=CC(C4)C3C2=O)ccc1NCc1cccnc1 (stereo not given)	-12	12	95	153	7%	6	-22%	100	153
